Assay outcomes deposited in PubChem BioAssay by National Center for Advancing Translational Sciences (NCATS).
POLI inh: qHTS for Inhibitors of Polymerase Iota; DNA polymerase iota (Homo sapiens), Q9UNA4; Pol iota fluorescent replication assay, 10 min; Potency, µM (doses to about 115 µM), for inactives: at the top dose activity, negative = inhibition, actives largely listed as inhibitors; hit rate 1% among 390,000
Target sequence (Q9UNA4 whole entry, looked up): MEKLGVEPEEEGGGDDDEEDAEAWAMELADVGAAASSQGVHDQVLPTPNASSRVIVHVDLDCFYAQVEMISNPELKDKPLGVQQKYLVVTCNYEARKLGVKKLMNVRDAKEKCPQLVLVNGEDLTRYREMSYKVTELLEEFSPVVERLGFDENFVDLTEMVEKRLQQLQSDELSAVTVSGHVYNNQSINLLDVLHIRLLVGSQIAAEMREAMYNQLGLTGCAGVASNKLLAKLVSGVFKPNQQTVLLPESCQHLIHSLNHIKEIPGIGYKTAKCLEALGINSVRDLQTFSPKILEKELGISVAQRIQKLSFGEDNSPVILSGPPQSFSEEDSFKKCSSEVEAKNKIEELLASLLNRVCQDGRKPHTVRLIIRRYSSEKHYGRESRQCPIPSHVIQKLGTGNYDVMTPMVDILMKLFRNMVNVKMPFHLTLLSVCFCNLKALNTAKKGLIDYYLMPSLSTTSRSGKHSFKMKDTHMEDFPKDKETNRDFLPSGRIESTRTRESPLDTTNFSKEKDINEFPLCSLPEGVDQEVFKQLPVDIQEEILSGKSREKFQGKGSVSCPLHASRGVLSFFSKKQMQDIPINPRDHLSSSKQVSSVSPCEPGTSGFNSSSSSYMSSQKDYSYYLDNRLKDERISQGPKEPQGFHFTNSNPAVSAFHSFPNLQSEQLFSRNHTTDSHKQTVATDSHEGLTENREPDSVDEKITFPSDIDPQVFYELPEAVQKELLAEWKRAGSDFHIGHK
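Pol iota at 10 nM preincubated 15 min with compounds at room temperature; reaction started with fluorescent substrate, 50 nM final. Fluorescence read kinetically at 0 and 10 min; buffer-only wells as negative control.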
POLB inh: qHTS Assay for Inhibitors of DNA Polymerase Beta. P06746. Pol beta primer extension/strand displacement, fluorescence kinetic. Potency, µM (series often up to 114 µM), for inactives: at the highest dose activity change, negative = inhibition, usual class: inhibitors. hit rate 1.3% among 340,000. AID 485314, 2010; further: on the % scale 0 is the no-effect control and ±100 the full control effect
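Pol beta (10 nM) was preincubated with compound for 15 min at room temperature. The reaction was then started with 50 nM substrate and read immediately and after a further 10 min at room temperature.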
POLH inh: qHTS for Inhibitors of Polymerase Eta; DNA polymerase eta (Homo sapiens), Q9Y253; recombinant Pol eta, fluorescent DNA replication assay; Potency, µM (series often up to 114 µM), for the others: top-dose activity change, negative = inhibition, hits mostly inhibitors; hit rate 1.2% among 390,000; AID 588591, 2011; further: on the % scale 0 is the no-effect control and ±100 the full control effect
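Pol eta (10 nM) was preincubated with compounds for 15 min at room temperature, after which fluorescent replication substrate (50 nM final) was added to start the reaction. Fluorescence was read kinetically at 0 and 10 min.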
BAZ2B inh: qHTS Assay for Inhibitors of BAZ2B; Potency, µM (top dose mostly 114 µM), for the others: at the highest dose activity change, negative = inhibition, usual class: inhibitors; AID 504333, 2011; hit rate 4.4% among 360,000; AlphaScreen BAZ2B-H3K14Ac peptide displacement; Bromodomain adjacent to zinc finger domain protein 2B (Homo sapiens), Q9UIF8; further: on the % scale 0 is the no-effect control and ±100 the full control effect; nearly all actives have a fitted effect of over 60% in size
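Complex of BAZ2B and biotin-H3K14Ac (50 nM apiece) forms over 30 min at RT, then faces library compounds up to 110 uM for another 30 min; AlphaScreen beads added, 20 min dark incubation, luminescence read.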
BLM inh: qHTS Assay for Inhibitors of Bloom's syndrome helicase (BLM). RecQ-like DNA helicase BLM (Homo sapiens), P54132. recombinant BLM DNA unwinding, fluorescence dequenching. Potency, µM (series often up to 56.1 µM), without a hit: at the top dose activity change, negative = inhibition, actives largely listed as inhibitors. hit rate 0.2% among 350,000;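 further: plate controls were vehicle for no effect and no enzyme for full effect; nearly all actives have a fitted effect of over 35% in size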
Apoferritin bind: qHTS Assay for Identification of Novel General Anesthetics. Ferritin light chain (Equus caballus), P02791. apoferritin/1-aminoanthracene competitive binding, fluorescence. Potency, µM (highest dose often 77.5 µM), for the others: at the highest dose activity change, negative = displacement, hits mostly inhibitors. AID 485281, 2010. hit rate 0.074% among 350,000; further: on the % scale 0 is the no-effect control and ±100 the full control effect; nearly all actives have a fitted effect of over 20% in size
Target sequence (P02791 2-175 limits assumed): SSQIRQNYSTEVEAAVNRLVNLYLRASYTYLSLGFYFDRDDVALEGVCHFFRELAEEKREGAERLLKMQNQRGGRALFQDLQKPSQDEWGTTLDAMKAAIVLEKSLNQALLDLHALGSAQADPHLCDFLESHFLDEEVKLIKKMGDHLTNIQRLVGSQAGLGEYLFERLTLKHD
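Horse-spleen apoferritin (10 uM) was mixed with 50% saturated 1-aminoanthracene in PBS, exposed to compounds for 10 min at room temperature, and read for fluorescence (ex 380 nm, em 535 nm). Competitive displacement was fitted with a four-parameter Hill equation.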
POLK inh: qHTS for Inhibitors of Polymerase Kappa; DNA polymerase kappa (Homo sapiens), Q9UBT6; purified Pol kappa, fluorescent DNA synthesis assay, 10 min; Potency, µM (series often up to 107 µM), without a hit: at the highest dose activity, negative = inhibition, hits mostly inhibitors; hit rate 0.53% among 400,000; AID 588579, 2011; further: on the % scale 0 is the no-effect control and ±100 the full control effect
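Kinetic fluorescence screen: compound preincubated 15 min RT with 10 nM enzyme; 50 nM substrate (final) initiates; reads at 0/10 min.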
APE1 inh: qHTS Assay for Inhibitors of the Human Apurinic/apyrimidinic Endonuclease 1 (APE1); hit rate 0.35% among 350,000; DNA repair nuclease/redox regulator APEX1 (Homo sapiens), P27695; Potency, µM (doses to about 65.8 µM), inactives show at the highest dose activity change, negative = inhibition, usual class: inhibitors; AID 2517, 2012; recombinant APE1, TAMRA/BHQ-2 abasic DNA cleavage fluorescence;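 further: plate controls were vehicle for no effect and reference inhibitor for full effect; nearly all actives have a fitted effect of over 55% in size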
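Compound pre-exposure to 0.75 nM APE1, 15 min at ambient temperature. Reaction initiated with 50 nM TAMRA/BHQ-2 THF substrate, read immediately in kinetic mode, 525 nm excitation, 598 nm emission.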
G9a inh: qHTS Assay for Inhibitors of Histone Lysine Methyltransferase G9a. G9a H3K9 monomethylation, AlphaScreen, 2 h. Potency, µM (titrated, usually from 102 µM), for the others: at the highest dose activity, negative = inhibition, most hits filed as inhibitors. hit rate 8.8% among 350,000; further: on the % scale 0 is the no-effect control and ±100 the full control effect; nearly all actives have a fitted effect of over 75% in size
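Compounds were preincubated with 20 nM G9a for 15 min, after which biotinylated H3K9 peptide (500 nM) and SAM (20 uM) started a 2 h room-temperature reaction. Monomethylated product was quantified by antibody-based AlphaScreen chemiluminescence.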
* hit, by the source's call; ? = inconclusive; nt = no result given; & = joins results of further samples; [ ] = remark or other dose. The call rests on the fitted dose curve; in most records, active means well fitted curve in the direction sought with a large enough effect; inconclusive means small, poorly fitted or top-dose-only effect, or another doubt; inactive means no such curve, though single readings can be large; an effect the other way counts as inactive or inconclusive. Potency means the concentration at half of the fitted maximal effect. This is a subset, so the mix of outcomes need not match the whole.

Each structure is followed by: POLI inh	POLB inh	POLH inh	BAZ2B inh	BLM inh	Apoferritin bind	POLK inh	APE1 inh	G9a inh
> COc1ccc(CCNC(=O)CCc2ccc(S(=O)(=O)NC(C)C)cc2)cc1
    23%	?	-25%	5%	0%	0%	-9%	0%	10%[59 µM]
> O=c1[nH]c2ccccc2n1C1CCCCC1
    22%	3%	-9%	-2%	-2%	?	-9%	2%	0%[59 µM]
> CCCSc1nc2c(c(=O)[nH]c(=O)n2C)n1CC(O)COc1ccccc1 (stereo unspecified)
    108%[activator]	?	-3%	2%	1%	-11%	-2%	-4%	50µM*
> Cc1ccccc1NC(=O)CCNS(=O)(=O)c1ccc2c(c1)CCC(=O)N2
    2%	-2%	-16%	-1%	-1%	-3%	-1%	35%	10%
> Cc1ccc(S(=O)(=O)N2CCCN(C(=O)c3ccc(-n4nccc4C)cc3)CC2)cc1
    22%	nt	-5%	4%	nt	nt	-11%	6%	-1%
> Cc1nc2ccc(NC(=O)c3nn(CC(C)C)c(=O)c4ccccc34)cc2s1
    17%	-12%	-23%	-11%	-2%	-18%	-7%	-3%	13%[59 µM]
> COc1ccc(NC(=O)CCCn2c(=O)c3cccn3c3cccnc32)cc1Cl
    57%[activator]	-1%	?	-20%	-5%	-13%	-4%	nt	-43%[59 µM]
> CCOCCn1ccc2c(OCC(=O)Nc3ccccc3F)cccc2c1=O
    27%	nt	-4%	6%	nt	nt	-4%	4%	-24%
> COc1ccc(N(C)C(=O)c2ccc(NC(=O)CCS(=O)(=O)c3cccs3)cc2)cc1
    136%[activator]	-4%	-16%	5%	-2%	-8%	-3%	0%	0%
> O=C(CN(C(=O)CNC(=O)c1ccco1)c1ccc(F)cc1)NC1CCCCC1
    98%[activator]	?	-5%	2%	-4%	-8%	-4%	21%	19%
> CC1=Nc2ccccc2N=C(NC(=O)CSc2nnnn2-c2ccccc2)C1c1ccccc1 (stereo unspecified)
    -9%	34%	-7%	-4%	-11%	-7%	-4%	14%	-40%[59 µM]
> O=C(NCCCn1ccnc1)c1cn(Cc2ccc(F)cc2)nn1
    12%	2%	-6%	-7%	-3%	-10%	8%	2%	-4%
> CS(=O)(=O)c1cccc(C(=O)Nc2nnc(C3=COCCO3)o2)c1
    32%[activator]	nt	-4%	18µM*	nt	nt	-16%	-19%	-10%[0.501 µM]
> O=C(C1=C[C@H](c2ccccc2)C[C@H](OCCCCO)O1)N1CCN(Cc2ccccc2)CC1
    8%	8%	-12%	-11%	-3%	-14%	1%	-1%	-2%[12.7 µM]
> O=C(COc1ncnc2ccccc12)c1ccc2c(c1)OCCO2
    0%	43%	-1%	17%	-3%	-17%	-8%	0%	?
> Cc1c(CC(C)C)nc(N)c(C#N)c1-c1ccccc1
    8%	-2%	-15%	3%	-5%	0%	0%	-2%	10%
> Cc1ccc(-n2[nH]c(C)c(C=Nc3ccc(C)cn3)c2=O)cc1
    ?	1%	-12%	-36%	2%	3%	-10%	1%	-24%[12.7 µM]
> CN1CCN(c2ccc(NC(=O)c3ccc(Oc4ccccc4)cc3)cc2)CC1
    39%[activator]	81%	-10%	?	0%	-16%	2%	7%	50µM*
> Cn1cnnc1SCC(=O)n1c2ccccc2c2ccccc21
    -8%	-13%	-22%	2%	2%	?	-15%	-5%	20%[12.7 µM]
> CC1(CCc2ccccc2)NC(=O)N(CC(=O)N2CC(=O)Nc3ccccc32)C1=O (stereo unspecified)
    20%	19%	-12%	-10%	3%	8%	-3%	13%	nt
> Cc1cccc(-c2nc3nc(C)cc(NCc4ccccc4Cl)n3n2)c1
    ?	-12%	-10%	-9%	-2%	-3%	-11%[60.1 µM]	nt	0%[59 µM]
> CCn1c(SCC(=O)c2cc(C)n(CC3CCCO3)c2C)nc2ccccc21 (stereo unspecified)
    ?	-13%	-4%	?	-17%	-21%	-5%	-6%	18µM*
> NC(=O)CSc1nnc(COc2ccc3ccccc3c2)o1
    14%	-2%	-6%	-18%	-2%	-1%	-14%	17%	17%
> CNC(=O)CCn1nc(-c2ccc(C)cc2)c2ccccc2c1=O
    134%[activator]	-7%	-17%	3%	5%	-6%	4%	13%	32%
> COc1ccc([N+](=O)[O-])cc1NC(=O)c1cccnc1
    28%	13%	-4%	4%	2%	-4%	4%	-3%	nt
> Cc1ccccc1NS(=O)(=O)c1ccc(N2CCCC2=O)cc1
    9%	9%	-8%	-6%	1%	-16%	-2%	-3%	-5%
> C/C(=N/NS(=O)(=O)c1ccc(C(C)C)cc1)c1ccncc1
    29%	49%	-18%	-14%	-1%	-6%	-10%	6%	nt
> CCOc1ccc(NC(=O)CC(NCc2ccccn2)C(=O)O)cc1 (stereo unspecified)
    22%	1%	-11%	1.4µM*	-4%	-5%	-3%	-6%	?
> CN(Cc1nc2ccccc2n1C)S(C)(=O)=O
    10%	19%	-8%	10%	-9%	-3%	4%	3%	-6%[12.7 µM]
> O=C(c1ccc(Cl)cc1)C1CCN(C(=O)NC2CCCCC2)CC1
    -5%[58.9 µM]	2%	-15%	11%	0%	-2%	-9%	-4%	7%[59 µM]

Some of these compounds in order of their number in POLB inh, descending:
Each structure is followed by: POLI inh	POLB inh	POLH inh	BAZ2B inh	BLM inh	Apoferritin bind	POLK inh	APE1 inh	G9a inh
> CN1CCN(c2ccc(NC(=O)c3ccc(Oc4ccccc4)cc3)cc2)CC1
    39%[activator]	81%	-10%	?	0%	-16%	2%	7%	50µM*
> CN(Cc1nc2ccccc2n1C)S(C)(=O)=O
    10%	19%	-8%	10%	-9%	-3%	4%	3%	-6%[12.7 µM]
> CNC(=O)CCn1nc(-c2ccc(C)cc2)c2ccccc2c1=O
    134%[activator]	-7%	-17%	3%	5%	-6%	4%	13%	32%

The list continues.
Each structure is followed by: POLI inh	POLB inh	POLH inh	BAZ2B inh	BLM inh	Apoferritin bind	POLK inh	APE1 inh	G9a inh
> CC(C)(C)NC(=O)COC(=O)c1ccc(S(=O)(=O)N2CCCCCC2)cc1
    12%	7%	13%	5%	0%	-11%	3%	2%	2%
> CN(C)C(=S)NC(=O)C(c1ccccc1)c1ccccc1
    50%[activator]	2%	-2%	-23%	-5%	-8%	-3%	5%	79µM*
> c1csc(C2Nc3cccc4cccc(c34)N2)c1
    ?	-9%	0%	?	0%	-21%	-17%	-1%	?
> CCc1nn(CCCC(=O)N2CCC(C)CC2)c(=O)c2cc3occc3n12
    18%	1%	-7%	-15%	-1%	-7%	-17%	9%	nt
> CCc1ccc(Sc2cc(C(=O)NCCCN3CCCC(C)C3)c3ccccc3n2)cc1 (stereo unspecified)
    15%	0%	-18%	-21%	-6%	?	-11%[60.1 µM]	nt	-44%[59 µM]
> O=C(NCCOc1ccccc1)c1cccc(S(=O)(=O)NCc2ccccc2)c1
    -7%	nt	-12%	-8%	nt	nt	0%	36%	-4%[12.7 µM]
> COc1ccc(CN(C)C(=O)COC(=O)c2ccc(-c3ccccc3)cc2)c(OC)c1OC
    23%	nt	-17%	9%	nt	nt	-10%	-2%	?
> O=C(COC(=O)CNC(=O)c1ccc(Cl)c([N+](=O)[O-])c1)NCC1CCCO1 (stereo unspecified)
    24%	nt	-14%	-2%	nt	nt	-2%	-9%	10%[12.7 µM]
> COCn1c(C(O)c2ccccc2)cc2ccccc21 (stereo unspecified)
    39%[activator]	14%	-22%	-5%	-4%	?	-5%	2%	nt
> Cn1cccc1C(=O)OCc1ccc(F)cc1
    4%	85%	-5%	-18%	-3%	?	-14%	16%	-5%
> CCN1CCN(c2ccc(NC(=O)c3ccc(Br)o3)cc2)CC1
    -7%	-2%	-4%	-20%	0%	-15%	9%	22%	-2%
> CCOCCCNC(=O)C(c1ccc(C)cc1)N(Cc1ccc2c(c1)OCO2)C(=O)c1ccc(NC(C)=O)cc1 (stereo unspecified)
    37%[activator]	20%	-4%	5%	0%	-4%	3%	nt	7%[59 µM]
> Clc1nccc2c1ccc1ccccc12
    -4%[58.9 µM]	11%[57.1 µM]	-1%[57.1 µM]	nt	4%	6%	-14%[60.1 µM]	?	37%[activator][59 µM]
> CC(=O)c1c(C)[nH]c(C(=O)CSc2nc3ccccc3c(=O)n2CCCO)c1C
    4%	13%	-21%	10%	-3%	-6%	2%	-6%	2%
> COc1cc(CCC(=O)OCC(N)=O)cc(OC)c1OC
    105%[activator]	1%	17%	1%	-4%	-2%	-15%	1%	-5%
> Cc1ccc2c(c1)CC1(CN2C)C(=O)OC2(CCCCC2)OC1=O
    17%&29%	31%	-9%	2%	1%	-2%	-8%&0%	5%	50µM*
> C=CCNC(=O)Nc1ccc(F)c(Cl)c1
    -9%	40%	-7%	-6%	1%	-10%	-5%	-2%	-2%
> O=C1/C(=N\S(=O)(=O)c2cccs2)C([n+]2cccc(Cc3ccccc3)c2)=C([O-])c2ccccc21
    76%[activator]	9%	-29%	-27%	0%	0%	4%	2%	?
> O=C1c2ccccc2-c2onc3ccc(NCc4ccco4)c1c23
    ?	?	?	112%[activator]	-22%	?	-26%	?	nt
> COc1cccc(CNS(=O)(=O)c2cc3c(cc2C)n(C)c(=O)c(=O)n3C)c1
    -2%&26%	?	4%&-16%	-7%&7%	2%&2%	-8%&3%	-8%&3%	-14%	22%[59 µM]
> CCOC(=O)c1ccc(N2C(=O)c3n[nH]c(C)c3C2c2ccc(C(C)C)cc2)cc1 (stereo unspecified)
    -4%	7%	-9%	nt	-1%	-8%	-7%	nt	5%[59 µM]
> Cc1ccc(C(=O)Cn2c3c(sc2=N)CCCC3)cc1
    nt	nt	nt	nt	-1%	-14%	0%&-7%[19.4 µM]	?	-41%[59 µM]
> CC(c1ccccc1)C(CC(=O)O)C(=O)NC1CCCCC1 (stereo unspecified)
    3%	1%	-13%	-2%	3%	-2%	4%	-2%	12%
> Cn1c(CSc2nc3ccccc3s2)nnc1SCC(=O)NCCN1CCOCC1
    ?	33%	0%	-6%	1%	-7%	-11%	21%	-42%[59 µM]
